Screening results as filed in PubChem.
PMK inhibit = blocks S. pneumoniae phosphomevalonate kinase; purified PMK, PK/LDH-coupled NADH absorbance 340 nm; AID 539; inhibition, % at 10 µM; actives 0.49% (n = 65,000);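 active = top-ranked compounds by inhibition in the single 10 µM screen, taking a fixed number of the strongest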;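 note: 0% = full reaction with DMSO carrier and 100% = background rate without enzyme reaction; no value below 0 was filed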
Spn MK inh = S. pneumoniae mevalonate kinase inhibition; AID 555; actives 0.48% (n = 65,000); inhibition, % at 10 µM; purified MK, PK/LDH-coupled NADH absorbance 340 nm;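 active = ranked among the strongest by inhibition in the single 10 µM screen, a fixed top-ranked set picked for dose follow-up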; note: no value below 0 was filed
DPM-DC inhibit = S. pneumoniae DPM-DC inhibition | AID 556 | actives 0.49% (n = 65,000) | calls only at 10 µM | purified DPM-DC, PK/LDH coupled NADH fluorescence;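 active = the 320 compounds with the highest percent inhibition in the single-dose primary screen, excluding strongly autofluorescent ones, cut at about 32% in these data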;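 note: kinetic rate of NADH fluorescence loss reporting ADP formed by the decarboxylase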
Bfl-1 displacement = Bfl-1 inhibitors, primary screen, biochemical, fluorescence polarization, FITC-Bid, mouse (AID 432); FITC-Bid BH3 peptide fluorescence polarization displacement; higher % means a stronger effect; displacement, % at 20 µM; hits with a dose series show IC50 in µM; actives 0.02% (n = 64,000); in the data active = a potency from the dose series; inactive = the rest, 99 in 100 with displacement below about 15%; note: strong numbers were not always called active
KRASV12 cytotoxicity = cytotoxicity in KRAS-transformed pancreatic duct cells, primary screen, cell-based, fluorescence, HTS (AID 431). cytotoxicity, % at 10 µM; hits with a dose series show EC50 in µM. HPDE-C7K KRASV12 cells, Alamar Blue viability, 48 h; higher % means a stronger effect. actives 1.7% (n = 63,000);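 active = compounds whose percent cytotoxicity in the single-dose primary screen, scaled between solvent and toxic-drug controls, exceeds 50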;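 note: 0% = DMSO solvent wells and 100% = doxorubicin-treated wells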
LYP phosphatase = LYP phosphatase inhibitors, primary screen, biochemical, DiFMUP fluorescence, recombinant catalytic domain, 10 µM (AID 606); 52,000 tested, under 10 active; one-dose inhibition, % at 10 µM; IC50 in µM for titrated hits; recombinant LYP catalytic domain, DiFMUP fluorescence; higher % means a stronger effect;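 active = IC50 under 40 µM in the dose-response test; inactive = IC50 of 40 µM or more, or never dose-tested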
HT1080 cytotoxicity = HT1080 cell viability loss – fluorescence readout (AID 620). HT1080 viability, fluorescence; higher % means a stronger effect. cytotoxicity, % at 10 µM, or EC50 in µM where a hit was titrated. actives 0.42% (n = 87,000);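 note: cells exposed to compound overnight then 4 h with Alamar Blue; 0% = vehicle DMSO and 100% = killing control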
HPDE-C7 viability = HPDE-C7 pancreatic duct cell viability loss – fluorescence, HTS (AID 430); HPDE-C7 pancreatic duct cells viability, fluorescence; higher % means a stronger effect; cytotoxicity, % at 10 µM; hits with a dose series show EC50 in µM; actives 1.8% (n = 63,000);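 note: cells exposed to compound for 48 hours before viability readout; 0% = vehicle and 100% = reference cytotoxic drug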
TNAP inhibition = inhibition of tissue-nonspecific alkaline phosphatase – biochemical, luminescent (AID 518) | one-dose inhibition, % at 20 µM; IC50 in µM for titrated hits | purified TNAP enzyme, luminescent substrate readout; higher % means a stronger effect | actives 0.09% (n = 64,000); in the data active = a potency from the dose series; inactive = the rest, 99 in 100 with inhibition below about 22%;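 note: plate controls were vehicle for no effect and reference inhibitor for full effect; many of its hits are not listed in these tables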
PMK inhibit pilot replicates = also measured in PMK inhibit; calls as there; inhibition, %; measured here: pilot screen replicates
Spn MK inh pilot replicates = also measured in Spn MK inh; calls as there; inhibition, %; measured here: pilot screen replicates
DPM-DC inhibit pilot screen % = also measured in DPM-DC inhibit; calls as there; inhibition, %; measured here: pilot screen trials
* = called active by the depositor; i = inactive; nt = not tested or not shown. Cut-off read from the data, not from the text of the source, unless noted: active = cytotoxicity above about 50%; inactive = the rest.

SMILES	PMK inhibit	Spn MK inh	DPM-DC inhibit	Bfl-1 displacement	KRASV12 cytotoxicity	LYP phosphatase	HT1080 cytotoxicity	HPDE-C7 viability	TNAP inhibition	others
COc1cc(C(=O)Nc2ccc3c(c2)OCCO3)c(-n2cnnn2)cc1OC	10	0	i	-2%	-9%	nt	0%	-9%	6%
COc1ccc(-c2nc3cccc(C)n3c2NCc2ccco2)cc1OC	2	16	nt	1%	7%	0%	-17%	13%	0%
N#CC1=C(N)C(C#N)(C#N)[C@H](c2ccsc2)[C@H]2COCC=C12	15	13	i	13%	3%	-20%	1%	1%	7%	PMK inhibit pilot replicates=0.0;Spn MK inh pilot replicates=0.0;DPM-DC inhibit pilot screen %=4.0
CS(=O)(=O)N1CCCC(C(=O)NCc2ccc(F)cc2)C1 (stereo not drawn)	21	1	i	5%	-4%	11%	-7%	-5%	8%
Nc1ccc(C23CC4CC(CC(O)(C4)C2)C3)cc1	0	2	i	-9%	-4%	nt	0%	-6%	4%
Cc1cc(N(C)C)c(C#N)c(N2CCCCC2)n1	7	10	i	3%	nt	nt	-2%	nt	2%
CCn1c(=O)cc(OCC(=O)Nc2ccc3c(c2)OCCO3)c2ccccc21	13	2	i	1%	-8%	8%	22%	-1%	3%
O=C(CN1CCC(O)(c2ccccc2F)CC1)NCCc1c[nH]c2ccccc12	0	7	i	-7%	6%	nt	0%	8%	5%
CC(c1nnc(SCC(=O)Nc2ccc3[nH]c(=O)[nH]c3c2)n1Cc1ccccc1)N(C)C (stereo not drawn)	18	5	i	9%	4%	-1%	-6%	2%	13%
Cc1ccc(C(=O)Nc2sc3c(c2C(=O)O)CCCCC3)o1	14	0	i	-4%	24%	nt	15%	13%	-1%
CSc1nnc2c3c4c(sc3c(=O)n(-c3ccccc3)n12)CC(C)(C)OC4	0	9	i	0%	-7%	17%	26%	-1%	11%
O=C(c1c(Cl)nc2sccn12)N1CCN(c2cccc(Cl)c2)CC1	0	10	i	2%	64%*	nt	11µM*	75%*	5%
CC(=O)NC(C)C(c1cccs1)N1CCN(c2ccccc2)CC1 (stereo not drawn)	19	5	i	-3%	0%	7%	9%	-10%	1%
O=C(CSc1nnc(-c2ccco2)c(-c2ccco2)n1)Nc1ccccc1	13	0	i	28%	1%	5%	nt	10%	20%	PMK inhibit pilot replicates=0.0;Spn MK inh pilot replicates=2.0;DPM-DC inhibit pilot screen %=1.0
CCOC(=O)c1c(C)[nH]c(C(=O)O)c1C	6	4	i	-2%	-9%	-2%	-12%	-8%	5%
O=C(CC1CC2CCC1C2)NCc1cccs1 (stereo not drawn)	16	8	i	-6%	-12%	nt	0%	-19%	6%
CCC1(C)Cc2c(sc3nc(NC)n(C)c(=O)c23)CO1 (stereo not drawn)	0	6	i	-3%	12%	4%	3%	-4%	6%
C=CCn1c(SCC(=O)Nc2ccc3c(c2)OCO3)nnc1-c1ccccc1O	6	9	i	2%	8%	-3%	28%	12%	6%
O=C(CCn1nnc2ccccc21)N1CCC(O)(c2cccc(F)c2)CC1	0	6	i	0%	-4%	11%	-6%	-4%	4%
O=C(Cn1c(C(=O)NCc2ccco2)cc2sccc21)c1ccccc1	7	10	i	-2%	1%	1%	-6%	0%	6%
Cc1ccc(S(=O)(=O)N2CCOCC2)cc1C(=O)Nc1ccccn1	16	0	i	-8%	7%	5%	0%	5%	13%	PMK inhibit pilot replicates=0.5;Spn MK inh pilot replicates=0.0;DPM-DC inhibit pilot screen %=0.0
CSc1nc(N)c(C#N)c(-c2ccc(Cl)cc2)c1C#N	4	1	i	-4%	nt	-11%	-2%	nt	11%
Cn1c(=O)n(C)c2cc(CNc3ccc(N4CCOCC4)c(C(=O)O)c3)ccc21	0	7	i	-7%	-14%	16%	5%	-5%	3%	PMK inhibit pilot replicates=1.0;Spn MK inh pilot replicates=0.0;DPM-DC inhibit pilot screen %=6.5
CCOC(=O)C1CCN(S(=O)(=O)c2cnc[nH]2)CC1	13	5	i	-29%	4%	nt	-5%	-2%	12%
Nc1c(NCCCN2CCOCC2)c2ccccc2oc1=O	0	0	i	-3%	6%	12%	-1%	0%	13%
CC(=O)N1CCN(c2ccc(NC(=O)c3ccc4c(c3)OCCO4)cc2)CC1	10	11	i	-14%	-1%	7%	6%	-6%	13%
O=C(Nc1ccccn1)c1ccc2ccccc2n1	15	4	i	-1%	-4%	4%	-9%	-2%	9%
O=C(Cn1cnc2c(cnn2-c2ccccc2)c1=O)NCCc1ccccc1	19	7	i	-2%	4%	2%	-7%	0%	12%	PMK inhibit pilot replicates=3.0;Spn MK inh pilot replicates=0.5;DPM-DC inhibit pilot screen %=0.0
COc1cccc(C(=O)Nc2cccc(SC)c2)c1	7	16	i	0%	18%	1%	4%	16%	16%
COCCn1c(COc2cccc(OC)c2)nnc1SCC(=O)N1CCOCC1	13	0	i	-2%	0%	-2%	1%	4%	6%
CC(=O)N(CCN(C(C)=O)c1ccccc1)c1ccccc1	4	5	i	-7%	-3%	-8%	6%	-11%	9%	PMK inhibit pilot replicates=0.0;Spn MK inh pilot replicates=0.5;DPM-DC inhibit pilot screen %=1.0
COc1ccccc1NC(=O)N1CCN(c2cccc(C(F)(F)F)c2)CC1	8	4	i	0%	-4%	-1%	-10%	10%	20%	PMK inhibit pilot replicates=4.0;Spn MK inh pilot replicates=0.0;DPM-DC inhibit pilot screen %=1.0
Cc1nc(SCC(=O)N2CCCc3ccccc32)c2oc3ccccc3c2n1	10	17	i	0%	-20%	nt	-10%	-19%	20%
Cc1ccc(OCC(O)CN2CCN(CC(O)COc3ccc(C)cc3)CC2)cc1 (stereo not drawn)	15	4	i	-3%	-1%	4%	9%	-19%	6%
COc1ccc(C2(O)CCN(C(=O)Cc3cccnc3)CC2)cc1	10	4	i	-7%	-12%	7%	-2%	-7%	5%
O=S(=O)(c1cccs1)n1cnc2ccccc21	0	5	i	-4%	28%	29%	18%	13%	9%
Cc1ccc(NC(=O)NC(=O)CSc2nnnn2C)c(C)c1	13	6	i	-2%	-10%	14%	-1%	-8%	8%
Brc1ccc2c(c1)c1nc3ccccc3nc1n2CCN1CCOCC1	5	6	i	9%	31%	9%	16%	-4%	13%
COc1ccc(-n2ncc3c(N(C)C4CCCCC4)ncnc32)cc1	6	0	i	0%	4%	-1%	nt	6%	7%
COc1ccc2c(C)nc(Nc3nc(C)cc(=O)[nH]3)nc2c1	0	6	i	-4%	87%*	5%	21%	81%*	-11%
CS(=O)(=O)N(CC(=O)N1CCOCC1)Cc1ccc(Cl)cc1	8	9	i	2%	-3%	12%	-3%	-11%	0%
CCOC(=O)N1CCN(C(=O)c2oc3ccc(S(=O)(=O)N4CC(C)CC(C)C4)cc3c2C)CC1 (stereo not drawn)	13	3	i	-1%	13%	nt	nt	15%	10%
CC(C)NC(=O)c1cc(-c2ccco2)on1	3	7	i	-5%	-1%	1%	11%	-3%	7%
Cc1ccc(C)c(N2CCN(S(=O)(=O)c3ccc4c(c3)OCCO4)CC2)c1	6	6	i	-3%	-6%	nt	-9%	-13%	9%	PMK inhibit pilot replicates=0.0;Spn MK inh pilot replicates=0.0;DPM-DC inhibit pilot screen %=2.0
CCN(CC)S(=O)(=O)c1ccc(C(=O)Oc2ccc3c(c2)OCO3)cc1	23	7	i	1%	-7%	-1%	0%	-15%	7%	PMK inhibit pilot replicates=0.0;Spn MK inh pilot replicates=0.0;DPM-DC inhibit pilot screen %=0.0
CC1(C)CC(=O)CC(=Nc2ccc3[nH]c(=O)[nH]c3c2)C1	0	0	i	-6%	6%	7%	1%	-6%	3%
O=C(Nc1cc(C(F)(F)F)ccc1N1CCOCC1)c1c(F)c(F)c(F)c(F)c1F	12	6	i	-3%	70%*	8%	1%	51%*	8%
O=C(CCn1cccc1)Nc1cccc(F)c1	4	0	i	-2%	-2%	-4%	2%	1%	2%
CC1Cc2nc(SCC(=O)NCCc3ccccc3)n(C)c(=O)c2S1 (stereo not drawn)	4	5	i	6%	-5%	13%	3%	-24%	3%
O=C(c1ccccn1)N(Cc1cc2ccccc2[nH]c1=O)C1CCCCC1	12	12	i	-2%	-26%	1%	-1%	-8%	11%

Two compounds picked at random from those above:
SMILES	PMK inhibit	Spn MK inh	DPM-DC inhibit	Bfl-1 displacement	KRASV12 cytotoxicity	LYP phosphatase	HT1080 cytotoxicity	HPDE-C7 viability	TNAP inhibition	others
O=C(CCn1cccc1)Nc1cccc(F)c1	4	0	i	-2%	-2%	-4%	2%	1%	2%
CCOC(=O)N1CCN(C(=O)c2oc3ccc(S(=O)(=O)N4CC(C)CC(C)C4)cc3c2C)CC1 (stereo not drawn)	13	3	i	-1%	13%	nt	nt	15%	10%

The results go on.
SMILES	PMK inhibit	Spn MK inh	DPM-DC inhibit	Bfl-1 displacement	KRASV12 cytotoxicity	LYP phosphatase	HT1080 cytotoxicity	HPDE-C7 viability	TNAP inhibition	others
CC(=O)Nc1ccc(S(=O)(=O)N2CCN(C3CCCCCCC3)CC2)cc1	13	6	i	-1%	-6%	10%	-4%	2%	9%
CCN(CC)C(=O)CSc1ncnc2c1cnn2Cc1ccccc1	10	7	i	5%	-1%	nt	-6%	-16%	-1%
COC(=O)c1ccccc1NC(=O)COC(C)=O	23	0	i	0%	0%	nt	4%	2%	6%
O/N=C1\CC/C(=N\O)c2nn(-c3ccc(Cl)cc3Cl)nc21	9	7	i	-8%	6%	6%	36%	-1%	8%
c1ccc(-n2ncc3c(NCCN4CCOCC4)ncnc32)cc1	10	8	i	-6%	nt	4%	-24%	nt	6%
Cc1ccc(S(=O)(=O)N2CCSC2c2ccco2)cc1 (stereo not drawn)	21	2	i	-16%	4%	1%	9%	-10%	8%
N/C(=N/O)c1nc(N2CCCCC2)nc(N2CCCCC2)n1	16	2	i	-5%	22%	-16%	-3%	24%	20%	PMK inhibit pilot replicates=3.5;Spn MK inh pilot replicates=2.5;DPM-DC inhibit pilot screen %=0.0
COc1ccc2[nH]c(=O)c(CN(C(=O)c3ccco3)C3CCCCC3)cc2c1	nt	nt	nt	4%	1%	nt	-2%	-10%	7%
CC1CC(C)CN(C(=O)CSc2nnc(-c3ccc(Cl)cc3)o2)C1 (stereo not drawn)	16	9	i	-5%	4%	nt	-3%	1%	3%
CSc1nnc(Cn2c(=O)sc3ccccc32)n1CCc1ccccc1	15	8	i	-1%	3%	-3%	-4%	7%	11%
Cc1cccc(CCNC(=O)CCc2nc(-c3ccccc3F)no2)c1	17	0	i	-7%	8%	11%	-9%	0%	9%	PMK inhibit pilot replicates=2.0;Spn MK inh pilot replicates=0.0;DPM-DC inhibit pilot screen %=0.5
CCOC(=O)C1CCN(c2c(NCCCN(C)C3CCCCC3)c(=O)c2=O)CC1	3	19	i	-4%	11%	13%	-6%	8%	5%
Cc1noc(NS(=O)(=O)c2ccc(NC(=O)Nc3ccc(Cl)c(Cl)c3)cc2)c1C	11	8	i	-2%	15%	nt	3%	19%	1%
COc1cccc(C2/C(=C(/O)c3cnn(-c4ccccc4)c3C)C(=O)C(=O)N2CCN(C)C)c1OC (stereo not drawn)	10	10	i	-10%	11%	3%	-16%	8%	11%
